Bioassay records deposited in PubChem by several laboratories.
LEDGF integ inh: blockers of LEDGF/p75-dependent integrase strand transfer – biochemical, TR-FRET, high throughput, primary screen. HIV-1 integrase (with human LEDGF/p75). TR-FRET IN-LEDGF/p75 DNA integration, Eu/Cy5. inhibition, % at 3.7 µM. 0.64% of 370,000 active;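 active = inhibition above the screen-wide mean plus 3 SD, cut at about 13% in these data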;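 also: signal is the Cy5 over europium emission ratio at 671 and 618 nm; 0% = plate median of compound wells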
TCR-CD3 inh: inhibitors of human TCR-CD3 interaction, primary screen, biochemical, fluorescence, TAMRA-labeled TCR probe; T-cell receptor (TCR); inhibition, % at 9.4 µM; 0.37% of 360,000 active; AID 651800, 2012; in the data active = inhibition above about 19%;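 also: recombinant mutant TCR 2C K166C tagged with TAMRA read by polarization; 0% = receptor in buffer alone and 100% = receptor with positive control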
HTRA1 inh: HTRA1 serine protease inhibitors, primary screen, biochemical, fluorescence polarization, HTS | 0.5% of 340,000 active | recombinant HTRA1, FP-rhodamine activity-based probe | inhibition, % at 5.96 µM | Q92743; in the data active = inhibition above about 36%;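 also: 0% = enzyme with DMSO and 100% = wells lacking enzyme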
Target sequence (Q92743 whole entry, looked up): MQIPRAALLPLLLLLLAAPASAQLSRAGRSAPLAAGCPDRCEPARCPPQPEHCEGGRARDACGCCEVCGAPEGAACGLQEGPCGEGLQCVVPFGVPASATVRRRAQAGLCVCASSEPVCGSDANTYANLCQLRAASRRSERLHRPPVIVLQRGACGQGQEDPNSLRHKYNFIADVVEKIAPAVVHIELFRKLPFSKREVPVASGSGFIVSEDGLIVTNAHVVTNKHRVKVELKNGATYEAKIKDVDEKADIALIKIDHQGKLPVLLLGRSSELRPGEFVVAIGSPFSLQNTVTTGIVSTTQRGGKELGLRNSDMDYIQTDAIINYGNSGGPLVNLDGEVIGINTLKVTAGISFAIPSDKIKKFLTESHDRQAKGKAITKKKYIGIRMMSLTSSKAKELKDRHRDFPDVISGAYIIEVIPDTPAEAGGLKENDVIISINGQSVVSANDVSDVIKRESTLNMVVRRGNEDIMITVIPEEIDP
TDP2 absorb: human TDP2 enzyme inhibitors, primary screen, biochemical, epi absorbance, recombinant enzyme. T5PNP hydrolysis, p-nitrophenol absorbance 415 nm. inhibition, % at 12.8 µM. 0.34% of 370,000 active;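 active = inhibition above the mean of all tested compounds plus 3 SD, set per campaign, cut at about 25% in these data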;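 also: 0% = DMSO with enzyme and 100% = buffer with substrate but no TDP2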
Target sequence (O95551 whole entry, looked up): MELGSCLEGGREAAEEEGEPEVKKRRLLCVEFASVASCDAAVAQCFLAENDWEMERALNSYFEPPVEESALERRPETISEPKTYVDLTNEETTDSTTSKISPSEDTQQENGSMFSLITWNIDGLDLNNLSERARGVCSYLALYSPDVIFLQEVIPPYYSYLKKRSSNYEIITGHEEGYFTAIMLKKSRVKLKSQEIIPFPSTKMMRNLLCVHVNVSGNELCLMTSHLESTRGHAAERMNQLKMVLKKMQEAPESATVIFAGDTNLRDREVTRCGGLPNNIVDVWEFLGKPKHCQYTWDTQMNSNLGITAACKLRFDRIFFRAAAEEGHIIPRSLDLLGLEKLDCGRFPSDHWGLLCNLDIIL
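test system = human TDP2 enzyme | input = TDP2 enzyme at 120 nM final | medium = 50 mM Tris-HCl pH 7.5 with Mg2+, KCl, DTT, BSA | also added = T5PNP substrate, 5 mM | times = 2 h at 37 °C | technique = epi absorbance | benchmarks = high control without enzyme, low control DMSO plus TDP2 | replication = each compound tested once, singlicate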
mABHD4 FP: ABHD4 inhibitors, primary screen, biochemical, fluorescence polarization, mouse; (Lyso)-N-acylphosphatidylethanolamine lipase (Mus musculus), Q8VD66; purified mABHD4, FP-Rh probe fluorescence polarization; inhibition, % at 8.92 µM; 0.54% of 370,000 active;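 active = inhibition exceeding the mean over every tested compound plus 3 SD, cut at about 30% in these data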;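 also: 0% = plate median of compound wells and 100% = S159A mutant with DMSO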
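System: mouse ABHD4 enzyme, wild type / Medium: HEPES pH 7.0, NaCl, Pluronic buffer / Reagent: FP-Rh activity-based fluorescent probe / Control set: S159A mutant high control, sample median low control / Detection: fluorescence polarization with parallel and perpendicular emission, 525/598 nm / Schedule: 45 min + 60 min at 25 °C / Compound dosing: 8.92 µM, single dose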
rCAG RNA binder: binders of r(CAG) RNA repeats, primary screen, biochemical, fluorescence | r(CAG) RNA repeat, TO-PRO-1 dye displacement fluorescence | inhibition, % at 3 µM | 1.3% of 370,000 active | AID 651821, 2012;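 active = inhibition above the plate cutoff, the mean of all test compounds on that plate plus 3 SD, cut at about 35% in these data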;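 also: 0% = DMSO alone and 100% = 100 µM mitoxantrone as full dye displacement; higher means more dye released from RNA so lower well fluorescence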
MBD2 DNA inh: inhibitors of MBD2 binding to methylated DNA, primary screen, biochemical, TR-FRET, DNA-binding domain, human. 0.31% of 370,000 active. inhibition, % at 4.4 µM. MBD2 binding to methylated oligonucleotide. Methyl-CpG-binding domain protein 2 (Homo sapiens), Q9UBB5; in the data active = inhibition above about 13%
NPR2 activator: human GC-B receptor activators, primary screen, HEK293 GC-B cells, cGMP TR-FRET, EC30 CNP. 0% at EC30 CNP, 100% saturating CNP. activation, % at 10 µM. Atrial natriuretic peptide receptor 2 (Homo sapiens), P20594. 0.11% of 370,000 active. AID 1920062, 2024;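 active = activation at 10 µM reaching about 35% in either raw or pattern-adjusted values, limit read from the data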
SIAE primary: human SIAE inhibitors, primary screen, biochemical, fluorescence polarization, FP-Rh probe, 1536-well HTS; Sialate O-acetylesterase (Homo sapiens), Q9HAT2; SIAE FP-Rh probe binding; inhibition, % at 9.66 µM; 0.69% of 370,000 active; AID 1053197, 2014;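 active = inhibition above a cutoff: mean of compounds within the control limits plus 3 SD of those, cut at about 17% in these data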;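 also: 0% = plate median of compound wells and 100% = probe without SIAE protein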
PRMT1 inh: PRMT1 methyltransferase inhibitors, primary screen, biochemical, fluorescence polarization. Protein arginine N-methyltransferase 1 (Homo sapiens), Q99873. recombinant PRMT1, activity-based probe fluorescence polarization. inhibition, % at 2.79 µM. 1.3% of 370,000 active. AID 652257, 2013;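 active = inhibition above about 21% made by adding two undisclosed values, limit read from the data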
* marks the source's active call; other numbers are inactive results; x = not tested or not shown. This is a subset; count on the stated rates, not on these rows.

canonical_smiles	LEDGF integ inh	TCR-CD3 inh	HTRA1 inh	TDP2 absorb	mABHD4 FP	rCAG RNA binder	MBD2 DNA inh	NPR2 activator	SIAE primary	PRMT1 inh
CSc1ncccc1C(=O)OCC(=O)N1CCN(C(=O)c2ccco2)CC1	1	5	6	2	-1	0	-4	19	5	-4
O=C(Nc1ccc(NC(=O)c2ccccc2)c2ccccc12)c1ccccc1	-2	4	4	-10	0	3	0	6	-2	-1
CCOc1ncccc1C(=O)OCc1c(F)cccc1Cl	1	3	-9	-4	-5	-6	-2	3	-8	-1
CCOC(=O)C(C(=O)Cc1ccccc1)c1ccccc1 (centres undefined)	0	2	-2	3	-3	0	6	0	4	-4
CCOc1ccc(CCNS(=O)(=O)c2ccc3c(c2)N(C(C)=O)CCO3)cc1OCC	-3	1	4	-13	-15	-1	11	0	4	3
COc1ccc(N(CC(=O)N/N=C/c2ccc(-c3ccc([N+](=O)[O-])cc3)o2)S(=O)(=O)c2ccc(C)cc2)cc1Cl	4	3	-21	1	5	16	2	-3	-12	9
O=C1C2C3C=CC(C2C(=O)N1c1nccs1)C1C(=O)N(c2nccs2)C(=O)C31 (centres undefined)	-7	-4	7	-7	-2	-2	2	5	1	8
Cc1cc(OCc2cc(C(=O)N3CCN(C)C(=O)[C@@H]3C)no2)cc(C)c1Cl	1	0	0	4	0	-7	4	-2	4	3
CC(OC(=O)COc1ccc(Nc2ccccc2)cc1)C(=O)N(C)c1ccccc1 (centres undefined)	-5	-8	4	4	10	-4	5	-4	6	3
CCOC(=O)c1ccccc1NC(=O)c1cccs1	1	1	-16	-4	-3	-2	6	-4	6	-3
CCOC(=O)C1=C(C)C(c2ccccc2OC)NC(=S)N1 (centres undefined)	-2	-13	1	-11	0	0	-6	1	-7	2
O=C(CC(c1ccccc1)c1cc(Br)ccc1O)N1CCCCC1 (centres undefined)	1	4	-15	-14	-3	1	0	-12	0	-10
COc1ccc(/C(N)=N/OC(=O)C2CCCCC2)cc1	0	0	-3	18	1	-3	-3	-5	8	-5
COc1ccc(C(=O)O)cc1S(=O)(=O)N1CCCc2ccccc21	3	5	4	7	2	6	-9	5	-2	-2
Cc1ccc2sc(N3CCN(C(=O)C4=COCCO4)CC3)nc2c1C	-3	-7	-5	2	8	-8	3	-5	-2	0
O=C(CSc1nnc(CNC(=O)c2cccs2)o1)NCc1ccc(F)cc1	2	1	5	2	8	-2	2	-3	-4	-1

Random excerpt: 2 records from the list, in no set order.
canonical_smiles	LEDGF integ inh	TCR-CD3 inh	HTRA1 inh	TDP2 absorb	mABHD4 FP	rCAG RNA binder	MBD2 DNA inh	NPR2 activator	SIAE primary	PRMT1 inh
O=C(CC(c1ccccc1)c1cc(Br)ccc1O)N1CCCCC1 (centres undefined)	1	4	-15	-14	-3	1	0	-12	0	-10
CCOC(=O)c1ccccc1NC(=O)c1cccs1	1	1	-16	-4	-3	-2	6	-4	6	-3

Next section
canonical_smiles	LEDGF integ inh	TCR-CD3 inh	HTRA1 inh	TDP2 absorb	mABHD4 FP	rCAG RNA binder	MBD2 DNA inh	NPR2 activator	SIAE primary	PRMT1 inh
Cc1ccc2sc(N(CCCN(C)C)C(=O)c3ccc(S(=O)(=O)N4CCc5ccccc5C4)cc3)nc2c1C	0	-1	-22	7	11	6	4	-1	1	0
Cc1ccc(S(=O)(=O)N2CCN(C(=O)c3ccccc3Cc3ccccc3)CC2)c(C)c1	1	8	-29	3	-2	-5	1	-7	1	2
O=C(Nc1nnc(-c2ccncc2)o1)c1cccc(N2C(=O)CCC2=O)c1	-6	1	3	-10	0	1	-1	0	1	5
COc1ccc(-c2c(=O)n(OC)c3ccccc3[n+]2[O-])cc1OC	2	-3	7	-5	8	1	-9	0	4	4
Cc1ccc(S(=O)(=O)N2CCN(C(=O)Cc3sc(C)nc3-c3ccc(F)cc3)CC2)c(C)c1	0	7	-10	8	-4	-5	1	2	16	-4
COc1ccc(CC(=O)Nc2nc(OCC(F)(F)F)cnc2-c2ccc(Cl)cc2Cl)cc1	3	6	x	4	-8	0	-1	1	-7	-3
Cc1cc(C)c(CN2CCN(C(=O)Cn3cnc4c(NCc5ccccc5)ncnc43)CC2)c(C)c1	4	-7	-31	-15	-15	4	-3	-2	-2	-4
Cc1ccc2oc(=O)c3cc(C(=O)NCCCN4CCCCCC4)sc3c2c1	-4	-2	-17	-8	-6	17	4	-8	-14	1
Cc1ccc(C(=O)NNC(=O)c2ccncc2)cc1S(=O)(=O)N1CCOCC1	-1	5	4	13	5	3	-4	5	-5	3
Cc1nn(Cc2cccc(C(=O)Nc3ccn(Cc4ccccc4F)n3)c2)c(C)c1[N+](=O)[O-]	1	-2	-1	-14	2	-1	1	4	-3	2
O=S(=O)(c1ccccc1)N1CCN(C(=S)NCCCN2CCOCC2)CC1	-2	0	-4	-3	2	-6	-4	1	2	0
CC(=O)O[C@@H]1C=C[C@@H](C#Cc2ccc(C(C)(C)C)cc2)O[C@@H]1COC(=O)NC(C)C	-3	-1	x	3	0	5	5	8	2	1
COc1ccccc1CNC(=O)c1cn(C)c2ccc(S(=O)(=O)N3CCCCC3)cc2c1=O	0	0	x	0	-2	-4	-6	-5	-7	1
Cc1cccc2c(=O)cc(C(F)(F)F)[nH]c12	-7	0	7	-5	-1	-1	4	3	-2	5
COc1ccc(OC)c(-c2[nH]nc3c2C(c2ccco2)C(C#N)=C(N)O3)c1 (centres undefined)	0	1	2	10	4	13	1	-4	-4	2
CCNC(=O)CC1C(=O)N(c2ccccc2)C(=O)N1CCc1ccc(OC)cc1 (centres undefined)	1	-7	0	-9	-8	-2	3	-5	-6	5
CCOC(=O)N1CCN(C(=O)CCCOc2ccccc2)CC1	-2	3	-2	-4	0	-7	1	2	-2	0
O=C(CN(C(=O)CCC(=O)Nc1ccccn1)c1cccc(F)c1)NCc1ccco1	1	-8	-1	6	2	-5	8	-3	-4	3
Cc1nc2ccccc2n1CCN1CCOCC1	7	-1	5	0	4	-4	-1	1	-5	3
CCc1sc(C(=O)N2CCN(c3ccc(F)cc3)CC2)cc1C	0	-2	-11	-5	-3	-8	5	-1	3	-1
COc1ccccc1N1CCN(CCN2C(=O)C3CCCCN3C2=O)CC1 (centres undefined)	2	-1	4	2	2	-7	-3	5	0	4
Cc1nc2c(-c3ccc(F)cc3)c(C)nn2c(C)c1CCC(=O)Nc1ccccc1	-2	-2	2	-5	-5	4	-1	7	1	6
O=C(Nc1cccc(OC(F)(F)F)c1)C1Cc2c(-c3cccc(F)c3)ccnc2O1 (centres undefined)	-7	3	x	-16	-33	5	0	-8	-18	7
O=C(c1ccc(NS(=O)(=O)c2cccc3cccnc23)cc1)N1CCCCC1	3	-5	-3	1	-1	-2	1	2	4	-1
C=C1c2ccccc2NC(=S)N1Cc1ccc2c(c1)OCO2	1	2	-21	0	0	12	0	0	0	-5
Cc1ccc(-c2nnn(CC(=O)N(CC3CCCO3)C(C(=O)NC3CCCCC3)c3ccc(F)cc3)n2)o1 (centres undefined)	-3	-4	-3	3	-5	-1	0	2	-8	-1
c1cnc2nc(-c3ccc4c(c3)OCO4)cn2c1	2	0	4	2	1	3	0	5	4	0
Nc1nc(Cl)nc2ccc(Br)cc12	0	-1	-7	-8	-2	6	1	-7	-11	-2
CC(C(=O)O)C(=O)O	2	4	1	-2	2	1	6	-2	8	2
COc1ccc(N2CCCn3c2nc2c3c(=O)n(Cc3ccccc3F)c(=O)n2C)c(OC)c1	-3	3	6	-3	-3	-5	-1	-2	4	-1
O=[N+]([O-])c1ncccc1OCc1ccc(Cl)c(Cl)c1	0	1	-16	-5	-11	4	3	1	3	2
CCC(C(=O)NC(C)(C)C)n1c(-c2ccc3c(c2)OCO3)nc2ccccc21 (centres undefined)	1	5	x	6	5	1	1	-4	3	1
Cc1noc(C)c1NC(=O)N(C)C[C@@H]1Oc2cc(Br)ccc2S(=O)(=O)N([C@H](C)CO)C[C@@H]1C	4	-3	1	1	1	2	-2	2	4	-6
CC(C)(C)NC1=NCCNC(c2ccccc2)=C1	2	9	-6	1	1	1	3	-2	3	1
CN1CCN(S(=O)(=O)c2cccc(C(=O)N(C)Cc3c(F)cccc3Cl)c2)CC1	0	1	2	-7	6	3	3	4	5	-1
NS(=O)(=O)c1ccc(CCNC(=O)CCC(=O)c2cccs2)cc1	-6	-5	-6	-13	-3	14	3	4	-3	4
O=C(O)CC1SC(=Nc2ccccc2)N(c2ccccc2)C1=O (centres undefined)	-4	-3	6	-7	6	1	-2	-1	7	-1
COc1cc(CNc2ccc(CNc3ncn[nH]3)cc2)ccc1OCc1ccccc1	-2	-6	-7	0	9	6	6	4	2	2
CCN1CCN(C(=S)NCCc2ccccc2)CC1	0	3	-4	6	22	-2	-4	4	-3	2
Cc1ccc(NC(=O)C(C)OC(=O)c2ccc(NS(=O)(=O)c3ccc(F)c(F)c3)cc2)cc1 (centres undefined)	8	1	-28	-9	-13	58*	-4	-1	-12	-2
O=C1CCC([N+](=O)[O-])C(c2ccc3c(c2)OCO3)N1 (centres undefined)	4	6	9	5	1	-2	-6	1	5	1
O=C(C1CCN(c2ncnc3c2sc2cccc(F)c23)CC1)N1CCN(Cc2ccc(F)cc2)CC1	0	x	x	7	-6	6	2	0	-5	4
C/C(=N\NC(=O)CCCNc1cccc(C)c1)c1ccncc1	3	-3	3	-5	3	-3	1	-1	7	-2
COc1ccccc1CCNS(=O)(=O)c1c(C)n(C)c(=O)n(C)c1=O	2	-10	-2	-9	-6	1	5	5	-1	2
N#Cc1ccc(Oc2cc(C(F)(F)F)nc(-c3ccccn3)n2)cc1	-4	2	7	1	10	3	4	4	4	1
O=C(c1cccc(F)c1)N1CCN(C(=O)c2cc(-c3ccc(Cl)cc3Cl)on2)CC1	3	2	-17	-9	-5	-2	1	3	2	-3
CCc1ccc(S(=O)(=O)NCc2cccs2)cc1	-1	-5	-10	1	-1	-3	-2	-3	-1	1
CCNC(=S)N/N=C(\C)c1cccc(C(F)(F)F)c1	5	6	2	9	0	-5	-6	6	7	-5
